Screening data as filed in PubChem BioAssay.
UbGFP stabilizer – proteasome inhibitors stabilizing ubiquitin-GFP reporter; Ubiquitin-GFP reporter cells, proteasome inhibition, GFP fluorescence; response scale: untreated = 0%, 10 µM MG-132 = 100%; Potency, µM (highest dose often 45.9 µM), for the others: at the top dose activation (GFP accumulation), actives largely listed as activators; 67,000 tested, under 10 active; AID 526; active means well fitted activation curve with a large enough effect, not every such curve was filed as active; inconclusive means small, poorly fitted or top-dose-only effect, or another doubt; inactive means no such curve, though single readings can be large or run the other way; further: potency means the concentration at half of the fitted maximal effect
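U2OS cells stably expressing ubiquitin(G76V)-GFP, seeded overnight in 0.5% FBS medium, were exposed to compounds (qHTS, 46 uM to 2.9 nM) for 4 hr at 37 °C. GFP-positive cells were counted by laser cytometry (488 ex/515 em), normalized between basal and 10 uM MG-132.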
DNA Pol III inh – DNA polymerase III holoenzyme inhibition; Potency, µM (doses to about 57.1 µM), inactives show at the highest dose activity change, negative = inhibition; reconstituted DNA polymerase III holoenzyme replication, biochemical; 0.25% of 71,000 active; further: potency means the concentration at half of the fitted maximal effect; on the % scale 0 is the no-effect control and ±100 the full control effect
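Reconstituted *E. coli* holoenzyme (0.35 nM Pol III, 1 nM beta, 154 nM SSB, 2 nM primase) was preincubated with compound for 15 min at RT. Synthesis on 1.4 nM ssM13Gori ran 35 min, then was stopped with PicoGreen/EDTA and read as dsDNA fluorescence.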
USP2a inhib – blocks human ubiquitin-specific protease USP2a. USP2a enzymatic assay, qHTS inhibition. Potency, µM (series often up to 38.3 µM), inactives show at the highest dose activity change, negative = inhibition, most hits filed as inhibitors. 0.1% of 60,000 active;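 further: potency means the concentration at half of the fitted maximal effect; nearly all actives have a fitted effect of over 60% in size; plate controls were DMSO for no effect and NEM full inhibition control for full effect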
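Coupled readout: USP2-cleaved Ub-PLA2 (20nM final) turns over NBD C6-HPC (20uM final), Ex 460nm/Em 535nm after 2.5 h, time-zero read flagging artifacts. Enzyme (20nM final, pH 8.0 Tris) given 30 min RT with compound first; NEM defines full inhibition.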
HADH2 inh – inhibitors of human HADH2 dehydrogenase; recombinant HADH2, NADH fluorescence, beta-hydroxybutyryl-CoA; Potency, µM (top dose mostly 57.1 µM), for inactives: at the highest dose activity change, negative = inhibition, actives largely listed as inhibitors; 3.4% of 73,000 active; further: potency means the concentration at half of the fitted maximal effect; on the % scale 0 is the no-effect control and ±100 the full control effect; nearly all actives have a fitted effect of over 60% in size; many of its hits are not listed in these tables
Target sequence (Q99714 whole entry, looked up, one chain of several): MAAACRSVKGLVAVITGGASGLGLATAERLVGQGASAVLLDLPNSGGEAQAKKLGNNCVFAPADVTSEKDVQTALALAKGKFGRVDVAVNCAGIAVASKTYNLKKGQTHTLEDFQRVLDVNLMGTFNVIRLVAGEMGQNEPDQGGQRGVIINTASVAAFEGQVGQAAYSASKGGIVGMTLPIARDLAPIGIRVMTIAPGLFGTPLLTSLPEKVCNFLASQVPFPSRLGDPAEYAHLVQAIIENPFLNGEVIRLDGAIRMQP
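Buffer 100 mM Tris-HCl pH 9.0/0.01% Tween-20; HADH2 20 nM; NAD+ 1 mM; beta-hydroxybutyryl-CoA 90 uM (all final). 15 min cpd preincubation, RT.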
Epigenetic mod – epigenetic GFP locus derepression in mouse cells; mouse C127i GFP locus derepression, cytometry, 30 h; Potency, µM (series often up to 46.1 µM), for the others: at the highest dose GFP derepression (activation); 0.09% of 68,000 active; AID 597; further: % of control where 0% means no effect
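Derepression screen: silenced CMV-GFP reporter in murine C127i cells, 30 h compound incubation at 37 C, washed cells imaged by laser-scanning cytometer to enumerate GFP-expressing objects of 20 to 120 um.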
BRCT PPI green – blocks human BRCA1 BRCT binding to phosphopeptide, green readout. P38398. BRCA1 BRCT-phosphopeptide binding, green fluorescence polarization. 0.05% of 75,000 active. Potency, µM (series often up to 76.9 µM), for the others: at the top dose activity change, negative = inhibition, usual class: inhibitors;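 further: potency means the concentration at half of the fitted maximal effect; plate controls were peptide without protein for full effect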
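Fluorescence polarization: His-tagged BRCT (~35 kDa BRCA1 C-terminus, 250 nM) bound to 100 nM fluorescein-labeled phosphorylated 10-aa BACH1 peptide, pH 7.3 phosphate buffer with DTT and Tween 20. Compounds incubated 12 min at room temperature; inhibition read as lowered polarization.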
BRCT PPI red – inhibitors of human BRCA1 BRCT-phosphoprotein interaction (red fluorophore) | BRCT-phosphopeptide binding, red fluorescence polarization | Potency, µM (top dose mostly 76.9 µM), for the others: top-dose activity change, negative = inhibition, actives largely listed as inhibitors | 0.03% of 75,000 active | P38398; further: on the % scale 0 is the no-effect control and ±100 the full control effect
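Rhodamine-labelled pBACH1 10-mer (100 nM) bound to BRCT domain (100 nM) at pH 7.3; compounds incubated 12 min room temperature, polarization read. Free peptide defines full inhibition; unlabelled decapeptide titrated as control.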
CRE Fsk mod – alters forskolin-stimulated CRE reporter signaling in CHO cells; CHO CRE-bla reporter (cAMP response element driving beta-lactamase), forskolin EC10, beta-lactamase ratio; Potency, µM (doses to about 38.2 µM), inactives show at the top dose activity change, negative = inhibition, most hits filed as activators; 2.5% of 71,000 active; AID 662; active means well fitted activation curve with a large enough effect in the signal ratio, with a control signal flat, not every such curve was filed as active; inconclusive means small, poorly fitted or top-dose-only effect, or effect the other way, or a change in a side signal; the % refers to the signal ratio; further: potency means the concentration at half of the fitted maximal effect; % of control where 0% means no effect
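Modulation of forskolin signalling: compounds in titration series added with EC10 NKH 477 to CHO cells carrying a CRE-driven beta-lactamase reporter, 3 h, 37C. CCF4 FRET ratio (460/530 nm, ex 405 nm) gives %activity and AC50.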
HBB splice mod – modulators of hemoglobin beta chain splicing. HBB splicing reporter cell assay, activation; EGFP reporter with mutant IVS2-654 intron; response scale: normalised to 500 nM splice-correcting PNA. Potency, µM (series often up to 46.1 µM), for the others: at the top dose activation, hits mostly activators. 0.06% of 65,000 active. AID 925; further: potency means the concentration at half of the fitted maximal effect; 0% is about no effect
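HeLa cells stably expressing EGFP interrupted by mutant beta-globin intron 2 (IVS2-654), 500/well in 2% FCS. Treated with compound for 2 days at 37C. Splicing correction scored as total well GFP intensity (488 nm excitation, 500-520 nm emission); 500 nM antisense PNA served as control.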
Hsp90 Hop PPI – changes Hsp90-Hop TPR2A binding signal, up or down | AlphaScreen TPR2A-His6 binding biotin-Hsp90 C-terminal peptide | Potency, µM (highest dose often 57 µM), for the others: top-dose activity change, negative = inhibition | 0.44% of 71,000 active | AID 595; active means well fitted curve in either direction with a large enough effect; inconclusive means small, poorly fitted or top-dose-only effect, or another doubt; further: potency means the concentration at half of the fitted maximal effect; on the % scale 0 is the no-effect control and ±100 the full control effect; many of its hits are not listed in these tables
15-hLO inh – 15-hLO (ALOX15) enzyme inhibition. purified 15hLO-1, xylenol orange hydroperoxide absorbance. P16050. 1.4% of 74,000 active. Potency, µM (top dose mostly 57.1 µM), without a hit: at the highest dose activity change, negative = inhibition, most hits filed as inhibitors; further: potency means the concentration at half of the fitted maximal effect; on the % scale 0 is the no-effect control and ±100 the full control effect; nearly all actives have a fitted effect of over 55% in size
Target sequence (P16050 whole entry, looked up): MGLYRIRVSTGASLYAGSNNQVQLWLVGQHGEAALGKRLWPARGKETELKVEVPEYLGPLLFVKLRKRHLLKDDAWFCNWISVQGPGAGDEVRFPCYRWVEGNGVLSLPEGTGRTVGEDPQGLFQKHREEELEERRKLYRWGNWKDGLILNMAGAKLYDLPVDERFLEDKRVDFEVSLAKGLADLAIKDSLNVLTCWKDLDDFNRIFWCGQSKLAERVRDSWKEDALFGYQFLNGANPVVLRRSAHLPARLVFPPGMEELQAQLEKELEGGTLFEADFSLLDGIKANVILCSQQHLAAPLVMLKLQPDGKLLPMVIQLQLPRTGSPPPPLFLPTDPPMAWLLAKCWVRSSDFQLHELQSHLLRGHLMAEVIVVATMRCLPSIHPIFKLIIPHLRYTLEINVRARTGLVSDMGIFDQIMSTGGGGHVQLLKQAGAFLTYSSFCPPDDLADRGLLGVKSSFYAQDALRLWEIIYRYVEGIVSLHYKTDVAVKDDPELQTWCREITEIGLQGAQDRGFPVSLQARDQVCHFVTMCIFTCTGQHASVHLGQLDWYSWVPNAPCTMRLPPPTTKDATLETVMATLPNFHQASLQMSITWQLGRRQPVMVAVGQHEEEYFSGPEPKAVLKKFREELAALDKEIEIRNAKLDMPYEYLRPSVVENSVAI
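Purified human 15hLO-1 (40 nM) in 25 mM Hepes pH 7.5, 0.01% Triton X-100, preincubated 15 min RT with compound, then 50 uM arachidonic acid for 6 min. Hydroperoxide read by ferrous/xylenol orange, 30 min; 573/405 nm absorbance ratio gave progress.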
An asterisk follows results filed as active; u = inconclusive; x = no result given; [ ] = another dose, or the depositor's remark. Unless noted, the call rests on the fitted dose curve; in most records, active means well fitted curve in the direction sought with a large enough effect; inconclusive means small, poorly fitted or top-dose-only effect, or another doubt; inactive means no such curve, though single readings can be large; an effect the other way counts as inactive or inconclusive. Not all compounds are listed, so the mix of outcomes need not match the whole.

1: Cc1ccc(N=c2oc3cc(O)ccc3cc2C(N)=O)cc1
2: Cn1c(=O)c2c(nc(CN3CCN(c4ccccc4)CC3)n2Cc2ccccc2F)n(C)c1=O
3: O=C(NCCOCC(F)(F)C(F)F)c1cc(F)c(F)cc1Cl
4: CCOC(=O)c1cc2c(=O)n3cccc(C)c3nc2n(Cc2ccco2)c1=NC(=O)c1cccnc1
5: CC1CC(=O)C2=C(C1)Nc1ncnn1C2c1ccccc1 (configuration not stated)
6: CN(C)CC(=O)N1c2ccccc2CCc2ccc(NC(=O)c3ccc(N)cc3)cc21
7: Cc1ccc(S(=O)(=O)N[C@@H]2COC(=O)C/C=C\[C@H](C)COC(=O)N[C@@H](C)C(=O)C/C=C\[C@H]2C)cc1
8: CC(=O)OCc1cc(=O)n(C)c(=O)n1C
compound no.,1,2,3,4,5,6,7,8
UbGFP stabilizer,0%,-6%,-10%,-1%,-2%,9%,x,-5%
DNA Pol III inh,4%,-6%,-4%,-2%,-4%,0%,x,-2%
USP2a inhib,28%,2%,-2%,8%,2%,22%,x,-1%
HADH2 inh,-30%,11%,-5%,13%,-3%,3%,-2%[11.4 µM],5%
Epigenetic mod,0%,3%,0%,0%,-2%,0%,x,0%
BRCT PPI green,33%[activator],1.5%,0.1%,-2.6%,-1.1%,-2.8%,-0.2%[15.4 µM],-0.2%
BRCT PPI red,-8.4%,0.6%,-3.0%,0.5%,1.6%,0.1%,0.6%[15.4 µM],1.0%
CRE Fsk mod,u,14%,0%,u,-4%,14%,x,3%
HBB splice mod,-0.8%,8.6%[1.84 µM],-3.4%,-1.0%[1.84 µM],0.2%[57.5 µM],3.8%[1.84 µM],0.0%[9.22 µM],0.6%
Hsp90 Hop PPI,-5%,-9%,-3%,-2%,-1%,-17%,x,2%
15-hLO inh,u,-5%,3%,-11%,-5%,-6%,2%[11.4 µM],8%

9: COc1cc2c(cc1OC)C(C)N(C(=O)c1cc3n(n1)C(C(F)(F)F)CC(c1ccco1)N3)CC2 (configuration not stated)
10: O=S1(=O)N=C(N2CCOCC2)c2ccccc21
11: Cc1cccc(S(=O)(=O)c2c(N)n(/N=C/c3ccco3)c3nc4ccccc4nc23)c1
12: Cn1c(CSc2ncccn2)nnc1SCC(=O)N1CCCc2ccccc21
13: Cc1cc([N+](=O)[O-])c(C)c(Br)c1C
14: Cc1cc(N2CCN(S(=O)(=O)c3ccc(Cl)cc3)CC2)c2ccccc2n1
15: CS(=O)(=O)N(CC(=O)NCCSCc1c(F)cccc1Cl)c1ccc2c(c1)OCO2
16: Clc1ccc(-c2noc(CN3CCN(c4ccccc4)CC3)n2)cc1
compound no.,9,10,11,12,13,14,15,16
UbGFP stabilizer,-4%,0%,4%,-2%,-5%[9.17 µM],-4%,-5%,3%
DNA Pol III inh,5%,2%,-4%,2%,3%[11.4 µM],-2%,0%,-4%
USP2a inhib,29%,3%,43%[activator],20%,x,41%[activator],5%,1%
HADH2 inh,-3%,3%,u,11%,7%[11.4 µM],-30%,11%,1%
Epigenetic mod,2%,1%,3%,-3%,0%[9.22 µM],2%,0%,0%
BRCT PPI green,15%,-1.7%,2.9%,-0.5%,-2.2%[15.4 µM],0.2%,-1.0%,1.3%
BRCT PPI red,1.1%,0.8%,2.1%,0.2%,-0.7%[15.4 µM],-1.6%,-0.2%,0.4%
CRE Fsk mod,20%,u,4µM*,-6%,-10%[7.6 µM],u,-2%,-5%
HBB splice mod,x,-0.3%,3.2%[57.5 µM],x,2.0%[9.22 µM],-0.5%,-0.4%,0.6%
Hsp90 Hop PPI,-26%,-12%,-2%,-3%,3%[11 µM],-11%,-9%,2%
15-hLO inh,u,4%,-21%,13%,-2%[11.4 µM],-10%,1%,-7%

17: COc1cc(OC)cc(C(=O)N2CCN(Cc3cccc(F)c3)CC2)c1
18: O=C(Cn1c(=O)n(-c2cccc(Cl)c2)c(=O)n1CC(=O)N1CCCCC1)N1CCCCC1
19: COc1cc(C(=O)Oc2c(CN3CCOCC3)cc(Cl)c3cccnc23)cc(OC)c1OC
20: CC1CCCC(C)N1C(=O)CSc1nnc(NC(=O)c2cccs2)s1 (configuration not stated)
21: CCOC(=O)c1cnc2c(-c3ccccc3)c(C)nn2c1N
22: CS(=O)(=O)n1nc(C(=O)N2CCOCC2)nc1N
23: O=C(NCCCN1CCCC1=O)c1csc2ccccc12
24: CC(C)CN1CN(S(=O)(=O)c2cccs2)c2nc3ccccc3nc21
compound no.,17,18,19,20,21,22,23,24
UbGFP stabilizer,-4%,-1%,2%,-1%,-2%,1%,2%,x
DNA Pol III inh,-2%,1%,-1%,-3%,2%,2%,-2%,-4%
USP2a inhib,-11%,5%,x,8%,6%,-7%,-7%,2%
HADH2 inh,10%,0%,-16%,-26%,-1%,3%,-1%,-5%
Epigenetic mod,0%,3%,x,2%,-1%,1%,0%,-5%
BRCT PPI green,-4.3%,-2.4%,4.6%,1.1%,-1.8%,0.5%,-1.5%,0.3%
BRCT PPI red,-1.0%,-0.1%,2.7%,-1.3%,0.0%,0.1%,-1.5%,-0.1%
CRE Fsk mod,u,-9%,7.9µM*,6%,13%,7%,-4%,u
HBB splice mod,x,-1.4%,-0.5%,x,-0.1%[57.5 µM],-3.0%,0.1%,-0.5%[0.369 µM]
Hsp90 Hop PPI,-4%,1%,-10%[2.3 µM],4%,3%,-2%,-3%,-5%
15-hLO inh,-4%,6%,40%[activator],-3%,19%,2%,9%,-4%

Compound profiles, as listed above. Screens in order: UbGFP stabilizer | DNA Pol III inh | USP2a inhib | HADH2 inh | Epigenetic mod | BRCT PPI green | BRCT PPI red | CRE Fsk mod | HBB splice mod | Hsp90 Hop PPI | 15-hLO inh
CS(=O)(=O)N(CC(=O)NCCSCc1c(F)cccc1Cl)c1ccc2c(c1)OCO2 is listed as -5% | 0% | 5% | 11% | 0% | -1.0% | -0.2% | -2% | -0.4% | -9% | 1%
CC1CCCC(C)N1C(=O)CSc1nnc(NC(=O)c2cccs2)s1 (configuration not stated) is listed as -1% | -3% | 8% | -26% | 2% | 1.1% | -1.3% | 6% | x | 4% | -3%
CCOC(=O)c1cc2c(=O)n3cccc(C)c3nc2n(Cc2ccco2)c1=NC(=O)c1cccnc1 is listed as -1% | -2% | 8% | 13% | 0% | -2.6% | 0.5% | u | -1.0%[1.84 µM] | -2% | -11%
CC(C)CN1CN(S(=O)(=O)c2cccs2)c2nc3ccccc3nc21 is listed as x | -4% | 2% | -5% | -5% | 0.3% | -0.1% | u | -0.5%[0.369 µM] | -5% | -4%
